Bioassay records from PubChem.
MCL1 BIM primary – inhibitors of human MCL1 binding to BIM-BH3 peptide; Q07820; inhibition, % at 10.9 µM; hit rate 0.68% among 320,000; GST-MCL1 / FITC-Bim-BH3 fluorescence polarization; AID 2057;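 active = inhibition above the mean inhibition of all tested compounds plus 3 SD, set per campaign, cut at about 40% in these data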;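 also: 0% = DMSO wells and 100% = unlabeled Bim-BH3 peptide control; higher means more loss of mP so more displacement of Bim peptide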
MEX-5 binding – C. elegans MEX-5 TCR-2 RNA binding activity; MEX-5/FITC-TCR2 RNA binding, fluorescence polarization; stronger effect = lower value; activity score (negative = inhibition of binding), % at 10 µM; hit rate 0.38% among 300,000;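 active = inhibition past about -25% in most replicates, and total fluorescence under double the plate's negative control median, limit read from the data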;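 also: 0% = DMSO and -100% = 5 µM competing unlabeled TCR2 RNA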
Target sequence (Q9XUB2 whole entry, looked up): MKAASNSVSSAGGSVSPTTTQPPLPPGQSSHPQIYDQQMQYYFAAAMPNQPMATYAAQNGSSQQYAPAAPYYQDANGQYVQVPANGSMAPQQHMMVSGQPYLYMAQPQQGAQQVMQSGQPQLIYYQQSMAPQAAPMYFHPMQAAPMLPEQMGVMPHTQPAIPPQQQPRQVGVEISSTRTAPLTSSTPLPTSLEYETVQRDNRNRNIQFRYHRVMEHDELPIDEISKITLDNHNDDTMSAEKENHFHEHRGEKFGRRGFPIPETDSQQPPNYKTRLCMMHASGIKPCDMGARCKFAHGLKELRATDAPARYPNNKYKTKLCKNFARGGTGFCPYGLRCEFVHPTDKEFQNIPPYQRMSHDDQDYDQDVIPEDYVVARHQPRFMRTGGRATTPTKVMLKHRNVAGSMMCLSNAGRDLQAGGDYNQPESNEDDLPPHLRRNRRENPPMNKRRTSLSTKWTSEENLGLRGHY
AGP1-GFP MLPCN – alters AGP1-GFP fluorescence in TOR pathway yeast screen | hit rate 0.02% among 320,000 | GFP response vs DMSO, % at 10 µM | S. cerevisiae AGP1-GFP multiplex flow cytometry, 3 h; GFP as percent of DMSO wells;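 active = GFP response relative to DMSO above a set limit, near screen average plus 3 SD, cut at about 150% in these data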;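 also: median GFP channel fluorescence of the gated AGP1 strain per well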
VLA-4 inh – inhibition in a human VLA-4 binding assay; hit rate 0.2% among 330,000; AID 2557; inhibition, % (about 7 µM as worked out from the volumes in the protocol); VLA-4 expressing cells, ligand binding flow cytometry; P13612; in the data active = inhibition above about 50%
GRK2 aptamer HTS – blocks RNA aptamer binding to human GRK2; inhibition of aptamer binding, % at 10 µM; bead flow cytometry, FAM-aptamer displacement from GRK2; hit rate 0.59% among 330,000; P25098; AID 488847;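 active = inhibition of aptamer binding above 40%, roughly 3 SD of noise, on plates passing a quality check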;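 also: median bead fluorescence of bound FAM aptamer so fluorescent compounds give negative values; no value below 0 was filed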
Bcl-xL primary – Bcl-xL (human) inhibition. inhibition, % at 10.9 µM. GST-Bcl-xL / FITC-Bim BH3 peptide fluorescence polarization. Q07817. hit rate 0.7% among 320,000;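 active = inhibition above the mean of all tested compounds plus 3 SD, cutoff set per campaign, cut at about 30% in these data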;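 also: 0% = DMSO wells and 100% = unlabeled Bim-BH3 peptide competitor; inhibitors lower millipolarization by displacing the labeled peptide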
Target sequence (Q07817 whole entry, looked up): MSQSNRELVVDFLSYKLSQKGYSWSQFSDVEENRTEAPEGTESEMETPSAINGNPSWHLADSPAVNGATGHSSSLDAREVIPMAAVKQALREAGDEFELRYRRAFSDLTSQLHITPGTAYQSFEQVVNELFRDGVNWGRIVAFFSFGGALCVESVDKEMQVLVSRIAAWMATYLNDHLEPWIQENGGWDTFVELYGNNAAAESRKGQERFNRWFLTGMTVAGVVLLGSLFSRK
Yeast superoxide – lowers age-related superoxide in aged yeast cells. superoxide response (% of plate mean), % at 10 µM. S. cerevisiae aged cells, superoxide DHE fluorescence; stronger effect = lower value. AID 2690. hit rate 0.18% among 330,000;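 active = superoxide response under a set limit, about three screen SD below normal, cut at about 65% in these data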;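 also: yeast aged for seven days with compound at 30 °C before DHE staining; 100% = average MFI of all compound-treated wells on the plate with controls excluded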
CIT2-GFP yeast – alters CIT2-GFP fluorescence in TOR pathway yeast screen; hit rate 0.065% among 320,000; GFP response vs DMSO, % at 10 µM; AID 2029; S. cerevisiae CIT2-GFP strain, flow cytometry, 3 h; 100 means same as DMSO wells;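 active = GFP response relative to DMSO above a set limit, near the screen mean plus 3 SD, cut at about 150% in these data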;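 also: ratio of well median GFP fluorescence to mean of DMSO wells on the plate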
GLD-1 TGE inh – GLD-1-TGE RNA interaction inhibition (C. elegans); inhibition, % at 5.96 µM; purified GLD-1 + fluorescein TGE RNA, fluorescence polarization; hit rate 0.44% among 320,000; AID 2280; Q17339;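 active = percent inhibition above a per-plate cutoff, the plate mean of test compounds plus 3 SD, cut at about 30% in these data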;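 also: 0% = DMSO wells with GLD-1 and probe and 100% = wells lacking GLD-1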
An asterisk follows results filed as active; / = no result given.

SMILES | MCL1 BIM primary | MEX-5 binding | AGP1-GFP MLPCN | VLA-4 inh | GRK2 aptamer HTS | Bcl-xL primary | Yeast superoxide | CIT2-GFP yeast | GLD-1 TGE inh
COC(=O)c1cc(NC(=O)CN(C)Cc2ccccc2)cc(C(=O)OC)c1 | -7 | 0.4 | 107 | -2 | 3 | -16 | 96 | 92 | 4
COc1ccc(OC)c(S(=O)(=O)N2CCC(C(=O)Nc3cccc(C)c3)CC2)c1 | 8 | 3.4 | 100 | -19 | 0 | 0 | 87 | 98 | -3
C/C(=N\OC(=O)c1ccccc1)c1c(C)nc2cc(C)ccn12 | 6 | 1.5 | 93 | -179 | 2 | 8 | 93 | 83 | -5
CCOc1ccc(NC2=NC(C)(C)N=C(N)N2)cc1 | 10 | 4.8 | 107 | 2 | 0 | 2 | 87 | 108 | 0
CC1=CCC(C(=O)N/N=C/c2cccs2)C(c2ccc(F)cc2)C1 (centres undefined) | 0 | 2.4 | 99 | -3 | 1 | 0 | 117 | 97 | 7
CCC(=O)c1cc2c(cc1NC(=O)C(C)C)OCCO2 | 16 | -0.2 | 100 | -13 | 0 | 6 | 95 | 100 | -2
COc1ccc(C(CNC(=O)c2cccnc2SC)N2CCOCC2)cc1 (centres undefined) | 2 | -1.1 | 94 | 1 | 5 | 0 | 91 | 88 | 5
Clc1ccc(-c2cn3cc(Cl)ccc3n2)cc1 | 0 | 1.5 | 92 | -2 | 2 | 3 | 103 | 103 | -8
O=C(Nc1ccc(Br)cc1Cl)c1ccc2c(=O)n3c(nc2c1)CCC3 | -6 | 1.3 | 91 | 0 | 2 | -2 | 106 | 81 | 3
O=c1cc(-c2ccc(Br)cc2)[nH][nH]1 | -1 | 2.8 | 95 | 5 | 1 | -2 | 93 | 106 | -6
O=C(O)c1cc(NN=Nc2ccc(Br)cc2)cc([N+](=O)[O-])c1 | 17 | -5.2 | 94 | 8 | 1 | 8 | 101 | 119 | 2
COc1ccc(C(=O)NC(=O)CSc2nc3nc(C)cc(C)n3n2)cc1 | / | / | 102 | -9 | 0 | / | 101 | 94 | -5
CCn1c(C(O)c2ccc3c(c2)OCO3)nc2ccccc21 (centres undefined) | 21 | -0.4 | 98 | -7 | 4 | 5 | 83 | 93 | 4
CC(=O)c1cccc(NC(=O)Cc2cccs2)c1 | 11 | 0.5 | / | -5 | 0 | 3 | 104 | 98 | 0
CC(=O)Nc1ccc(S(=O)(=O)NC(=O)C23CC4CC(CC(C4)C2)C3)cc1 | 2 | -1.2 | 103 | 10 | 0 | 0 | 92 | 93 | -3
Cc1nn(C)c(NC(=O)c2ccc(Cl)cc2)c1Cl | 6 | -0.6 | 106 | 3 | 1 | 3 | 118 | 104 | 0
COc1ccc(CC(=O)NNC(=O)c2ccc(SCc3cc(F)ccc3F)c([N+](=O)[O-])c2)cc1 | -7 | 0.0 | 105 | 8 | 0 | -5 | 90 | 114 | -1
Cc1[nH]c(-c2ccc(F)cc2)cc1C(=O)N1CCN(c2ccc(Cl)cc2)CC1 | / | -0.2 | 104 | 1 | 2 | / | 107 | 98 | /
CCOC(=O)/C=C/C(=O)Nc1ccc(S(=O)(=O)Nc2c(C)cc(C)cc2C)cc1 | -3 | 0.1 | 96 | 23 | 0 | -3 | 101 | 100 | -1
O=C(N/N=C/c1cccs1)c1cc(C2CC2)nc2ccccc12 | 5 | -3.2 | 101 | 0 | 21 | 0 | 110 | 104 | 0
CCS(=O)(=O)N1CCN(c2ccccc2)CC1 | 3 | 0.8 | 90 | 1 | 0 | 3 | 101 | 85 | 0
O=C(COC(=O)CNC(=O)c1ccc(Cl)cc1Cl)NC1CCCCCCC1 | -5 | 0.3 | 110 | -5 | 1 | 0 | 101 | 104 | 9
CC[C@H](C)Cc1cn([C@@H](CCCN=C(N)N)C(=O)NCCCCCCCCCCC(=O)N2CCNCC2)nn1 | 1 | -2.0 | 85 | 27 | 0 | 7 | 92 | 90 | -3
CC1CCCN(C(=O)COC(=O)Cc2ccc(Cl)cc2)C1 (centres undefined) | 6 | -1.8 | 98 | -1 | 2 | 2 | 95 | 102 | -2
COc1ccc(OC)c(S(=O)(=O)N2CCN(c3ccccn3)CC2)c1 | 2 | -0.6 | 92 | -2 | 3 | 5 | 93 | 100 | -1
Cc1nc2ncccn2c1-c1csc(Nc2cccc(C(=O)O)c2)n1 | 9 | -3.7 | 103 | -4 | 2 | 12 | 96 | 116 | 5
CCOC(=O)N1CCN(C(=S)NC(=O)c2ccc(F)cc2)CC1 | -4 | -2.7 | 102 | 0 | 0 | -2 | 93 | 96 | 1
CCS(=O)(=O)N1Cc2ccccc2CC1C(=O)OCC(=O)Nc1ccc(C)cc1 (centres undefined) | -2 | -1.0 | 94 | 14 | 0 | 9 | 103 | 97 | 0

Only MEX-5 binding and Yeast superoxide, for 2 of the compounds above:
| compound | MEX-5 binding | Yeast superoxide |
| --- | --- | --- |
| COc1ccc(C(=O)NC(=O)CSc2nc3nc(C)cc(C)n3n2)cc1 | / | 101 |
| CCn1c(C(O)c2ccc3c(c2)OCO3)nc2ccccc21 (centres undefined) | -0.4 | 83 |

Among those listed so far, six have a Cl atom:
SMILES | MCL1 BIM primary | MEX-5 binding | AGP1-GFP MLPCN | VLA-4 inh | GRK2 aptamer HTS | Bcl-xL primary | Yeast superoxide | CIT2-GFP yeast | GLD-1 TGE inh
Clc1ccc(-c2cn3cc(Cl)ccc3n2)cc1 | 0 | 1.5 | 92 | -2 | 2 | 3 | 103 | 103 | -8
O=C(Nc1ccc(Br)cc1Cl)c1ccc2c(=O)n3c(nc2c1)CCC3 | -6 | 1.3 | 91 | 0 | 2 | -2 | 106 | 81 | 3
Cc1nn(C)c(NC(=O)c2ccc(Cl)cc2)c1Cl | 6 | -0.6 | 106 | 3 | 1 | 3 | 118 | 104 | 0
Cc1[nH]c(-c2ccc(F)cc2)cc1C(=O)N1CCN(c2ccc(Cl)cc2)CC1 | / | -0.2 | 104 | 1 | 2 | / | 107 | 98 | /
O=C(COC(=O)CNC(=O)c1ccc(Cl)cc1Cl)NC1CCCCCCC1 | -5 | 0.3 | 110 | -5 | 1 | 0 | 101 | 104 | 9
CC1CCCN(C(=O)COC(=O)Cc2ccc(Cl)cc2)C1 (centres undefined) | 6 | -1.8 | 98 | -1 | 2 | 2 | 95 | 102 | -2
